Compound activity from PubChem.
NR2E3 ag-1: NR2E3 (human) agonism. AID 2300. Q9Y5X4. actives 0.12% (n = 320,000). GST-NR2E3/biotin-RetCOR TR-FRET, 1536-well. inhibition of corepressor binding, % at 4.78 µM;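 active = percent inhibition above the cutoff of mean plus 3 SD of all tested compounds, set per screening campaign, cut at about 20% in these data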;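 also: 0% = DMSO wells and 100% = biotin wells as full block of FRET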
Target sequence (Q9Y5X4 whole entry, looked up): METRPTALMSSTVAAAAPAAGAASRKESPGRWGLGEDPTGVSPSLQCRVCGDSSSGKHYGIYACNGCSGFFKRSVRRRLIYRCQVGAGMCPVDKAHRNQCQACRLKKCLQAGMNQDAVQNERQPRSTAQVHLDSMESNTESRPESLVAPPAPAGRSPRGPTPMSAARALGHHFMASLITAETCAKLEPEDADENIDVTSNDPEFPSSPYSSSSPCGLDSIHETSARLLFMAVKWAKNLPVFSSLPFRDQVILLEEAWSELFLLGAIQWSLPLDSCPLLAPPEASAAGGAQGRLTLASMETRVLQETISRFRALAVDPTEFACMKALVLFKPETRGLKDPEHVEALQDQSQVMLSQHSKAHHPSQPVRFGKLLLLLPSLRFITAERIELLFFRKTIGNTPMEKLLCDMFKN
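System: GST-tagged NR2E3 plus biotinylated RetCOR corepressor; Amount: 1.35 nM GST-tagged NR2E3 final; Dosing: single nominal compound dose of 4.8 µM; Schedule: 5 h incubation at 4 °C; Technique: TR-FRET with europium anti-GST and streptavidin-D2, 340 nm excitation; Controls: biotin wells as high control, 0.6% DMSO wells as low control.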
TRAIL sens C8: caspase-8 TRAIL sensitization; NB7+C8 cells + TRAIL, ATPlite viability luminescence; inhibition (viability loss, TRAIL sensitization), % at 10 µM; actives 1% (n = 360,000); AID 624354;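 active = compounds causing at least 50% loss of cell viability in the single-dose screen, relative to plate controls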
NR2E3 ag-2: human photoreceptor-specific nuclear receptor agonism; CHO-S Gal4-NCOR/VP16-NR2E3 two-hybrid, luciferase; Q9Y5X4; actives 0.35% (n = 360,000); inhibition of corepressor binding, % at 3.98 µM; AID 602229;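 active = inhibition above the mean of all tested compounds plus 3 SD, cut at about 70% in these data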;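 also: 0% = DMSO with NR2E3 transfected cells and 100% = cells lacking NR2E3 construct; higher means lower luciferase signal from less NR2E3 corepressor binding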
CF NFkB inh: inhibitors of cystic fibrosis induced NF-kB; KKLEB NF-kB-GFP reporter, PAF-induced, GFP fluorescence overnight; inhibition, % at 5 µM; actives 0.86% (n = 360,000); AID 588850;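 active = at least 50% inhibition at 5 µM, scaled per plate between neutral and stimulator controls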;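 also: PAF is a Pseudomonas aeruginosa culture filtrate used as stimulus; plate controls were PAF-stimulated DMSO wells for no effect and unstimulated DMSO wells for full effect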
EBV LMP1 NFkB: Epstein-Barr LMP1 NF-kappaB reporter inhibition. LMP1-induced NF-kappaB luciferase reporter cells, luminescence. inhibition, % at 12.5 µM. actives 0.69% (n = 350,000); in the data active = inhibition above about 41%;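 also: 0% = neutral control wells and 100% = reference inhibitor control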
Shn3 inh set2: Schnurri-3 reporter inhibition in Clone20 osteoblasts | inhibition, % at 12.5 µM | actives 0.52% (n = 360,000) | Clone20 osteoblast Shn3 3'UTR firefly luciferase, 24 h;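 active = mean inhibition of at least 75% with every replicate also reaching 75%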;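 also: 0% = median of neutral control wells and 100% = pilot-screen positive control compound; some compounds past the cut are filed as inactive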
iPSC survival up: enhancers of human iPSC single-cell survival | hiPSC single-cell survival, ATPlite luminescence; 100% = ROCK inhibitor wells, 0% = DMSO | survival enhancement, % at 20 µM | actives 0.044% (n = 360,000) | AID 602274; in the data active = survival enhancement above about 18%;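 also: cells exposed to compounds for 16 hours before the ATP read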
HIF-2a block: inhibitors of HIF-2a | inhibition, % at 18.8 µM | 786-0 RCC cells HIF-2a reporter, luciferase luminescence, overnight | AID 624352 | actives 0.72% (n = 360,000);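 active = inhibition of the luminescence signal of 40% or more relative to plate controls, in a single-dose primary screen at 18.75 µM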
Peg3 promoter: Peg3 promoter activity inhibition. HeLa PEG-Prom luciferase reporter, luminescence, overnight. inhibition, % at 20 µM. actives 1.7% (n = 360,000);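 active = inhibition of at least 50% at 20 µM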
KKLEB tox: counter-screen for CF NF-kB inhibitors: cytotoxicity. KKLEB CF airway cells viability, ATPlite luminescence, overnight; hits give low values; cells stimulated with P. aeruginosa culture filtrate. activity change (cytotoxicity), % at 5 µM. actives 0.36% (n = 360,000);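 active = corrected activity change at or below -50% at 5 µM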
TRPM1 prom inh: MITF TRPM1 promoter inhibition in SK-MEL-5 cells | SK-MEL-5 TRPM1 promoter luciferase, 24 h | inhibition, % at 12.5 µM | actives 0.83% (n = 330,000) | AID 488899;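 active = mean inhibition across replicates of 60% or more, whatever share of single replicates reaches that level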; also: values of inactives mirror those of a sister screen read the other way
Numbers without * were called inactive; . = not tested or not shown. A portion of the library, so the mix of outcomes need not match the whole.

SMILES	NR2E3 ag-1	TRAIL sens C8	NR2E3 ag-2	CF NFkB inh	EBV LMP1 NFkB	Shn3 inh set2	iPSC survival up	HIF-2a block	Peg3 promoter	KKLEB tox	TRPM1 prom inh
NS(=O)(=O)c1ccc(CCNC(=O)COC(=O)C2CCC2)cc1	-2	4	-14	-2	9	5	0.3	6	5	6	-6
COc1ccc(C(C)(C)C)cc1NC(=O)C1CC=CCC1C(=O)O (centres undefined)	2	5	-11	16	-9	9	-0.6	7	3	-4	4
CCOC(=O)N1CCN(C(=O)Cc2ccc(C)cc2)CC1	-1	9	3	3	4	-28	-0.2	-14	3	1	2
Cc1cc(OCc2cc(C(=O)NC(C)c3cnn(C)c3)no2)cc(C)c1Cl (centres undefined)	.	-1	-103	-17	-23	-161	11	-312	-386	-16	.
CC1(C)C(=O)NCCN1C(=O)CSc1nccc(-c2ccc(Br)cc2)n1	2	3	4	8	0	0	-2.7	5	-2	1	11
O=C(CCc1nc2ccccc2c(=O)[nH]1)OCC(=O)c1cccc(Cl)c1	-2	3	23	1	0	-6	-1.5	12	16	-4	-10
COc1cccc(NC(=O)C2CCCN(c3ncnc4c3nc3n4CCCCC3)C2)c1 (centres undefined)	0	7	-15	-3	4	6	-0.5	10	20	1	-6
CCCCCCNC(=O)Cc1ccc(Br)cc1	-1	-4	-8	-3	-8	-11	-0.2	-31	-28	5	-17
Cc1ccc2cc(C3CC(c4ccco4)=NN3S(=O)(=O)c3ccccc3)c(Cl)nc2c1 (centres undefined)	1	16	0	21	-6	-27	2.6	9	10	2	17
COc1ccc(/C=N/NS(=O)(=O)c2ccc(F)cc2)cc1COc1cc(F)ccc1[N+](=O)[O-]	3	2	-25	-4	4	-7	-0.5	25	7	4	-1
Nc1sc2c(c1C(=O)NC1CCS(=O)(=O)C1)CCCC2 (centres undefined)	4	-13	16	5	-1	-30	3.2	9	3	-10	.
CC(C)N(Cc1nc(-c2ccccc2)no1)S(=O)(=O)c1ccccc1	4	9	-20	1	5	7	-0.7	5	19	5	.
CCC(C(=O)NNC(=O)c1cnccn1)c1ccccc1 (centres undefined)	2	-3	-14	-3	-1	-2	-1.9	12	19	10	12
O=c1cc(Nc2ccc3c(c2)OCCO3)[nH]c(=O)n1-c1ccc(Cl)cc1	1	7	-5	4	10	-2	3.0	4	-2	-12	0
C=CCc1c(C)nc(C)nc1N/N=C/c1ccc([N+](=O)[O-])cc1	-3	-4	-10	-14	-5	-3	1.5	18	10	9	6
CC(=O)c1ccc(N(CC(=O)NC2CCCC2)C(=O)c2csnn2)cc1	-2	-7	-2	4	-9	8	3.9	-37	-24	1	10
CCCN1CC=C2C(C#N)=C(N)C(C#N)(C#N)C(c3cc(OC)ccc3OC)C2C1 (centres undefined)	0	5	-13	15	1	6	-1.9	17	7	-10	10
CCOc1ccc(NC(=O)Nc2c(C)n(C)n(-c3ccccc3)c2=O)cc1	-2	2	-35	-28	0	-87	1.3	0	3	12	1
O=C(NNC(=S)NC(=O)c1ccccc1)c1cccnc1	0	26	-23	-22	-1	-3	-0.2	-22	-11	10	6
Cc1cccc(/C=N/n2c(C)nc3ccccc3c2=O)c1	0	5	0	-2	-1	2	-0.5	-43	-44	-4	-5
Cc1cc(=O)[nH]c(SCC(=O)NC(c2ccccc2)c2ccccc2)n1	1	-7	25	4	-4	0	0.0	10	-44	7	-1
O=C(Nc1cccc2ncccc12)c1ccc(F)cc1	1	-6	-13	1	3	7	-0.6	-6	2	0	-6
CCNc1nc(NCC)nc(C(=O)Nc2ccccc2)n1	7	5	13	2	-2	-15	-2.5	3	5	9	3
C/C=C(\C)CN1CCN(c2cccc(C)c2C)CC1	3	3	-13	4	11	-15	-2.8	2	7	1	-2
CCN(c1ccc(OC)cc1)S(=O)(=O)c1ccc2c(c1)CC(C)N2C(=O)C1CC1 (centres undefined)	1	13	-41	20	1	52	2.3	-22	5	-10	10
Cn1cc(C(c2ccccn2)c2cn(C)c3ccccc23)c2ccccc21	5	0	-22	-16	1	10	-1.7	9	35	-1	1
CN(CC(=O)Nc1ncn[nH]1)S(=O)(=O)c1cc(Cl)ccc1Cl	1	4	4	-13	0	8	0.1	8	21	15	11
CN1CCc2c(OCC(=O)NC3CCCCC3)cccc2C1=O	5	3	-27	1	6	29	-0.2	17	7	2	-3
Cc1cc(=O)n2c(nc3ccccc32)s1	.	-5	-34	-9	1	-12	3.1	-104	-118	-6	.
O=C(CSc1n[nH]c(-c2ccco2)n1)Nc1sc2c(c1C(=O)Nc1ccccc1)CCCC2	3	-7	-9	-3	-9	-10	-3.0	-1	24	12	9
CCCCCN(C(=O)NC(=O)Nc1cccc(C)c1C)S(C)(=O)=O	1	2	2	29	-1	-2	-1.6	0	-6	-3	11
O=C1Nc2cc(Cl)ccc2Nc2cscc21	1	-9	5	3	4	-5	0.8	1	-2	-4	5
CCC(C)N(C(=O)Cn1nnc2ccccc21)C(C(=O)NCc1ccco1)c1cccc(OC)c1 (centres undefined)	0	3	-30	-2	11	-5	1.8	8	12	-9	0
CC(=O)Nc1ccc(C(=O)OCC(=O)Nc2ccc([N+](=O)[O-])cc2C(F)(F)F)cc1	0	-8	0	-6	-4	16	1.8	16	6	-2	-8
Cc1cc(OCc2cc(C(=O)N3CCN(CC4CC4)CC3)no2)cc(C)c1Cl	-1	-2	-19	27	-2	3	-0.5	-79	-37	-2	-11
CCOc1ccc(N2C(=O)Nc3ccc(Br)cc3C2(O)C(=O)NCCN(C)C)cc1 (centres undefined)	1	6	19	18	-13	0	-0.7	11	-4	-13	-8
CNC(=O)c1[nH]cnc1C(=O)Nc1ccc(Cl)cc1	-1	-7	-28	1	-5	-22	-4.7	-103	-69	-7	0
CCn1c(SCC(=O)N2CCCCC2)nc2c(c1=O)SC(C)C2 (centres undefined)	1	23	-6	15	-11	4	-2.7	1	6	8	-11
CN(C)CCCNC(=O)C[C@H]1C[C@H](C(=O)N2CCCCC2)[C@@]2(CCc3ccccc3)c3[nH]c4cc(-c5ccco5)ccc4c3CCN2C1=O	.	23	-10	31	-13	16	-4.1	-15	95*	-35	92*
Cc1ccc(C(=O)Nc2ccccc2C(=O)N2CC(C)OC(C)C2)cc1 (centres undefined)	.	-15	10	3	-1	-11	1.3	5	13	-2	.
CCn1cc(C(=O)Nn2cnnc2)c(=O)c2ccc(C)nc21	1	-8	17	1	-10	3	0.3	12	-20	-8	6
COc1cccc(C(=O)COc2ccc3c(C)c(Cc4ccccc4)c(=O)oc3c2)c1	2	-6	11	8	-2	-11	0.9	13	9	8	-6
Cc1noc(C)c1CSc1nnnn1-c1ccc(Cl)cc1	0	-2	-14	5	5	9	4.3	1	-7	-2	-4
NC(=O)N/N=C/c1cc(Br)ccc1OCC(=O)NCc1ccccc1	0	3	9	-14	0	8	2.9	13	6	4	11
C=CC[n+]1c(-c2ccc(C)cc2)csc1Nc1ccc(NC(C)=O)cc1	.	7	32	-13	39	80	-0.9	90*	20	2	81*
COc1ccc(-n2nc(C(=O)NCCCN3CCCC3=O)c3c4ccccc4n(C)c3c2=O)cc1Cl	4	3	-30	-4	3	-15	-0.5	12	27	6	6
OCCC#Cc1ccc(CN2CCN(CCc3ccccc3)C(CCO)C2)cc1 (centres undefined)	2	-5	-7	-2	0	-12	-0.1	5	-1	-9	3
Cc1nc(SCc2nc3ccccc3[nH]2)c2oc3ccc(Br)cc3c2n1	.	-10	-17	-18	-13	-2	-2.1	-6	15	9	14
Cc1cc(Br)cn2ccnc12	2	-2	-9	5	-4	0	0.4	10	15	-2	-2
O=C(Nc1ccccc1)C1Cc2c(-c3ccccc3Oc3ccccc3)ccnc2O1 (centres undefined)	.	11	25	16	.	8	3.5	19	5	6	.
Cc1ccc(CN2C(=O)CCC2C(=O)NCCCN2CCOCC2)cc1 (centres undefined)	3	8	-10	-1	4	-15	4.5	6	13	0	0
CC(C)(C)[C@H]1C=C(C(=O)NC2CC2)O[C@@H](OCc2ccc(CO)cc2)C1	1	-6	26	-14	-5	4	7.6	1	3	14	6
Cc1ccc2[nH]c(C(=O)N3CCOCC3)cc2c1	0	-19	-9	6	-9	-7	0.2	-44	-35	-11	2
CC(=O)C12CCCCC1CC1[C@@H]3CC(C)C4=CC(=O)CC[C@]4(C)C3CC[C@@]12C (some centres undefined)	.	14	-3	28	15	15	-0.5	7	26	2	14
O=C(Nc1nc(OCC(F)(F)F)cnc1/C=C\c1ccccc1)c1ccsc1	.	-5	27	-14	.	6	-2.6	5	1	-1	.
c1ccc(N/N=C(\Cc2nc3ccccc3[nH]2)c2ccccc2)cc1	0	6	-61	-11	-13	-32	-2.2	-170	-152	-4	-69
CC1CC(Nc2ccccc2)c2ccccc2N1C(=O)c1ccco1 (centres undefined)	-5	10	31	4	7	5	0.0	9	14	-10	4
CCCSc1nc2c(cnn2-c2ccc(F)cc2)c(=O)[nH]1	2	-3	-32	15	-2	-10	1.9	14	14	-6	.
COc1ccc(-n2ncc3c(NCC4CCCO4)ncnc32)cc1 (centres undefined)	3	31	-102	9	-4	-70	-1.2	-202	-209	-23	-33
CC(C)c1ccc(S(=O)(=O)NC2CCS(=O)(=O)C2)cc1 (centres undefined)	-2	-4	9	-2	5	11	-0.3	4	6	4	5

A portion of the results above, for reference:
SMILES	NR2E3 ag-1	TRAIL sens C8	NR2E3 ag-2	CF NFkB inh	EBV LMP1 NFkB	Shn3 inh set2	iPSC survival up	HIF-2a block	Peg3 promoter	KKLEB tox	TRPM1 prom inh
Cc1nc(SCc2nc3ccccc3[nH]2)c2oc3ccc(Br)cc3c2n1	.	-10	-17	-18	-13	-2	-2.1	-6	15	9	14
Cc1cc(Br)cn2ccnc12	2	-2	-9	5	-4	0	0.4	10	15	-2	-2
O=C(Nc1ccccc1)C1Cc2c(-c3ccccc3Oc3ccccc3)ccnc2O1 (centres undefined)	.	11	25	16	.	8	3.5	19	5	6	.
Cc1ccc(CN2C(=O)CCC2C(=O)NCCCN2CCOCC2)cc1 (centres undefined)	3	8	-10	-1	4	-15	4.5	6	13	0	0

Next part
SMILES	NR2E3 ag-1	TRAIL sens C8	NR2E3 ag-2	CF NFkB inh	EBV LMP1 NFkB	Shn3 inh set2	iPSC survival up	HIF-2a block	Peg3 promoter	KKLEB tox	TRPM1 prom inh
O=C(CN1CCOCC1)Nc1cc(Cl)ccc1Cl	1	8	-39	-2	4	-10	-1.5	-5	8	-9	-3
Cc1cccc(-n2c(CNC(=O)c3ccc(S(=O)(=O)N4CCCC4)cc3)n[nH]c2=S)c1	5	-5	-13	-14	-13	10	0.8	-3	11	9	8
COc1c2c(cc3ccc(=O)oc13)CCO2	3	0	-23	-15	2	-9	-0.3	14	0	8	-8
Cc1cc(C)nc(SCC(=O)N2CCC(C(N)=O)CC2)n1	4	10	-7	12	-2	11	1.5	-12	17	0	9
